aSyn tox rescue: alpha-synuclein toxicity suppression in yeast | Potency, µM (series often up to 46.1 µM), without a hit: top-dose growth rescue (activation), most hits filed as activators | S. cerevisiae alpha-synuclein toxicity rescue, BacTiter-Glo growth, 24 h | 0.02% of 94,000 active; active = well fitted activation curve with a large enough effect; inconclusive = small, poorly fitted or top-dose-only effect; also: 0% is about no effect
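Growth restoration measured by BacTiter-Glo luminescence after 24 hr at 30 deg C; alpha-synuclein yeast, raffinose-pregrown to mid-log, were added at OD600=0.02 in galactose medium onto pinned compounds.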
An asterisk follows results filed as active; ? = inconclusive; [ ] = another dose, or the depositor's remark. Potency is read from the fitted curve at half-maximal effect. The list is partial (hit frequency here may not be typical).

The first 5 entries (preview)
#1 CN1CCC(OC(=O)c2cccc(F)c2)CC1
  aSyn tox rescue: -3.0%
#2 O=[N+]([O-])c1ccc(N2CCNCC2)cc1N1CCCCCC1
  aSyn tox rescue: -0.8%
#3 CCC(=NCC1CCCO1)c1c(O)n(-c2ccc(OC)cc2)c(=O)[nH]c1=O (stereo not drawn)
  aSyn tox rescue: -6.8%
#4 CC(=O)N1N=C(c2cccnc2)CC1c1ccccc1O (stereo not drawn)
  aSyn tox rescue: -4.7%
#5 CC(=O)O[C@H]1CC[C@]2(C)C3CC[C@@]4(C)C(C[C@@H](O)[C@@H]4O)C3[C@@H](OC(C)=O)C[C@H]2C1 (stereo partly drawn)
  aSyn tox rescue: -1.0%

This part in full, from the start:
#1 CN1CCC(OC(=O)c2cccc(F)c2)CC1
  aSyn tox rescue: -3.0%
#2 O=[N+]([O-])c1ccc(N2CCNCC2)cc1N1CCCCCC1
  aSyn tox rescue: -0.8%
#3 CCC(=NCC1CCCO1)c1c(O)n(-c2ccc(OC)cc2)c(=O)[nH]c1=O (stereo not drawn)
  aSyn tox rescue: -6.8%
#4 CC(=O)N1N=C(c2cccnc2)CC1c1ccccc1O (stereo not drawn)
  aSyn tox rescue: -4.7%
#5 CC(=O)O[C@H]1CC[C@]2(C)C3CC[C@@]4(C)C(C[C@@H](O)[C@@H]4O)C3[C@@H](OC(C)=O)C[C@H]2C1 (stereo partly drawn)
  aSyn tox rescue: -1.0%
#6 Cc1ccccc1CN1CCCN(Cc2ccc(Cl)cc2)S1(=O)=O
  aSyn tox rescue: -5.4%
#7 C[C@H]1CN([C@@H](C)CO)C(=O)CCCn2nncc2CO[C@@H]1CN(C)C(=O)Oc1ccccc1
  aSyn tox rescue: 6.5%
#8 O=C(NCC1=C(c2cccc3ccccc23)C[C@@H]2CC[C@H]1N2Cc1ccco1)c1ccncc1
  aSyn tox rescue: -2.8%
#9 O=C1Nc2ccccc2Oc2ccccc21
  aSyn tox rescue: 6.6%
#10 Cc1ccc(N=C(/N=C(\N)N[N+](=O)[O-])Nc2ccc(C)cc2)cc1
  aSyn tox rescue: -6.6%

#11 COc1ccccc1NC(=O)N(Cc1ccc2c(c1)OCO2)C1CCN(Cc2ccccc2)CC1
  aSyn tox rescue: 4.4%
#12 O=S1(=O)N(Cc2ccccc2Cl)CCCN1Cc1ccccc1Cl
  aSyn tox rescue: -6.2%
#13 CC(=O)O[C@@H]1/C=C/[C@](C)(O)C[C@@H](C)C/C=C/[C@H]2[C@H](O)C(C)=C(C)[C@H]3[C@H](Cc4ccccc4)NC(=O)[C@@]123
  aSyn tox rescue: 2.8%
#14 O=c1c2ccccc2nc(CBr)n1-c1ccc(Cl)cc1
  aSyn tox rescue: -11.8%
#15 Cc1cc(C)n2c(Br)c(CN3CC4CC(C3)c3cccc(=O)n3C4)nc2n1 (stereo not drawn)
  aSyn tox rescue: 4.5%
#16 COc1ccc(-n2c(/C=C3/C(=O)Nc4ccccc43)nc3ccccc3c2=O)cc1
  aSyn tox rescue: -2.6%
#17 CNC(=O)c1cccn(Cc2cccc(C(F)(F)F)c2)c1=O
  aSyn tox rescue: -2.7%
#18 C[C@@H]1CC2(CCCC[N+]2(C)C)C[C@H]1C
  aSyn tox rescue: 9.3%
#19 CC(C)NC1C2CCC(CC2)C1(O)c1ccc(Cl)c(Cl)c1 (stereo not drawn)
  aSyn tox rescue: 4.4%
#20 CN1C2CNC(=O)CC1C1CCC2C1 (stereo not drawn)
  aSyn tox rescue: -4.2%

#21 Cc1ccc(S(=O)(=O)NCCC(=O)Nc2ccc(Cl)cc2C(=O)c2ccccc2)cc1
  aSyn tox rescue: ?
#22 Cc1ccc(OCC(=O)Nc2ccc(Cl)cc2C(=O)c2ccccc2)c(Br)c1
  aSyn tox rescue: -4.3%
#23 O=C(/C=C/C=C/c1ccccc1)CC1(O)C(=O)Nc2ccccc21 (stereo not drawn)
  aSyn tox rescue: -3.3%
#24 O=C(NCC1=C(c2ccc3ccccc3c2)C[C@@H]2CC[C@H]1N2Cc1ccco1)c1nccs1
  aSyn tox rescue: 11.4%
#25 Cc1cc(O)c(CN2CC=C(c3ccccc3)CC2)cc1C(C)C
  aSyn tox rescue: -3.5%
#26 CCCC12CN3CC(CCC)(CN(C1)C3c1ccccn1)C2=O (stereo not drawn)
  aSyn tox rescue: 6.4%
#27 CC(C)S(=O)(=O)N1Cc2ccccc2-n2nncc2C1
  aSyn tox rescue: -11.5%
#28 COc1ccc(-c2nn(CCC#N)cc2C(=O)Nc2ccccc2Br)cc1[N+](=O)[O-]
  aSyn tox rescue: 6.1%
#29 CC(=O)OC1=CC[C@H]2[C@@H]3CC[C@H]4C[C@H](OC(C)=O)[C@@H](OC(C)=O)C[C@]4(C)[C@H]3CC[C@]12C
  aSyn tox rescue: -4.9%
#30 Cc1cccc(-n2c(/C=C/c3ccccc3O)nc3ccccc3c2=O)c1
  aSyn tox rescue: 2.6%

#31 O=C(c1c[nH]c2ccc(S(=O)(=O)N3CCC4(CC3)OCCO4)cc2c1=O)N1CCC2(CC1)OCCO2
  aSyn tox rescue: 0.1%
#32 COC(=O)CN1C(=O)CN=C(c2ccccc2Cl)c2cc(Br)ccc21
  aSyn tox rescue: 3.9%
#33 Cc1ccc(NC(=O)CN2C(=O)CN=C(c3ccccc3)c3ccccc32)cc1Cl
  aSyn tox rescue: -2.4%
#34 COc1ccc(OCC(=O)N2CCN(Cc3cc(=O)n4nc(-c5ccc(OC)cc5)sc4n3)CC2)cc1
  aSyn tox rescue: 0.0%
#35 Cc1c(C(=O)O)cccc1-n1c(C)cc(/C=C2\C(=O)NC(=O)N(c3ccc4c(c3)OCO4)C2=O)c1C
  aSyn tox rescue: 7.3%
#36 CC1(C)Cc2c(C#N)c(N3CCNCC3)nc(-c3ccco3)c2CS1
  aSyn tox rescue: -6.2%
#37 CSc1ccc(C(=O)C2CCCN(Cc3ccn[nH]3)C2)cc1 (stereo not drawn)
  aSyn tox rescue: 9.0%
#38 CS(=O)(=O)c1ccc(C2=C(CNC(=O)c3ccncc3)[C@H]3CC[C@@H](C2)N3Cc2ccccc2)cc1
  aSyn tox rescue: -1.1%
#39 CCCC12CN3CCN(CC(C3)/C1=N\NC(=O)c1ccncc1)C2
  aSyn tox rescue: -50.7%[inhibitor]
#40 Cc1cccc(-n2c(/C=C/c3cccc4ccccc34)nc3ccccc3c2=O)c1
  aSyn tox rescue: -32.8%[inhibitor]

#41 Cc1cccc(Cn2cccc(C(=O)Nc3nc4ccccc4s3)c2=O)c1
  aSyn tox rescue: -6.0%
#42 CCCCn1c(=O)c(C(=O)Nc2ccccc2)c(O)c2ccccc21
  aSyn tox rescue: 4.4%
#43 O=C1NC(=O)C(CCc2ccncc2)(CCc2ccncc2)C(=O)N1Cc1ccc(F)cc1
  aSyn tox rescue: 4.7%
#44 N#Cc1cccc(NC(=O)c2sc3nc4c(cc3c2N)N2CCC4CC2)c1
  aSyn tox rescue: -8.3%
#45 CC[C@H](C)/C=C(C)/C=C/C1=CC2=C(Cl)C(=O)[C@@](C)(OC(C)=O)C(=O)C2=CO1
  aSyn tox rescue: -5.1%
#46 Cc1cccc(OCC(O)CN2CC2)c1 (stereo not drawn)
  aSyn tox rescue: 0.7%
#47 COc1cc(CNCCc2ccc3c(c2)OCO3)cc(OC)c1OC
  aSyn tox rescue: -4.0%
#48 CCCOP(=O)(OCCC)C(NC(=O)c1cc(OC)c(OC)c(OC)c1)c1ccccc1 (stereo not drawn)
  aSyn tox rescue: -2.0%
#49 O=C(Cn1ccc2ccccc2c1=O)NCC(=O)N1CCC2(CC1)OCCO2
  aSyn tox rescue: -2.9%
#50 O=C(Nc1ccon1)c1cccn(Cc2cccc(Cl)c2)c1=O
  aSyn tox rescue: -9.3%

Seven compounds from above, arranged by count of non-hydrogen atoms, descending.
#43 O=C1NC(=O)C(CCc2ccncc2)(CCc2ccncc2)C(=O)N1Cc1ccc(F)cc1
  aSyn tox rescue: 4.7%
#48 CCCOP(=O)(OCCC)C(NC(=O)c1cc(OC)c(OC)c(OC)c1)c1ccccc1 (stereo not drawn)
  aSyn tox rescue: -2.0%
#49 O=C(Cn1ccc2ccccc2c1=O)NCC(=O)N1CCC2(CC1)OCCO2
  aSyn tox rescue: -2.9%
#45 CC[C@H](C)/C=C(C)/C=C/C1=CC2=C(Cl)C(=O)[C@@](C)(OC(C)=O)C(=O)C2=CO1
  aSyn tox rescue: -5.1%
#47 COc1cc(CNCCc2ccc3c(c2)OCO3)cc(OC)c1OC
  aSyn tox rescue: -4.0%
#50 O=C(Nc1ccon1)c1cccn(Cc2cccc(Cl)c2)c1=O
  aSyn tox rescue: -9.3%
#46 Cc1cccc(OCC(O)CN2CC2)c1 (stereo not drawn)
  aSyn tox rescue: 0.7%

Additional entries follow:
#51 CNC(=O)O/N=C(\N)Cc1csc2ccc(Cl)cc12
  aSyn tox rescue: -24.4%
#52 CCCCc1nn2c(=O)cc(COC(=O)Cc3ccccc3)nc2s1
  aSyn tox rescue: 0.0%
#53 O=C/C=C/c1ccccc1
  aSyn tox rescue: 3.6%
#54 Cc1cc2ccccc2c(=O)n1CC(=O)NCC(=O)N1CCC2(CC1)OCCO2
  aSyn tox rescue: -5.5%
#55 N#CCCCCC#N
  aSyn tox rescue: 1.8%
#56 COc1ccc(C2=CC(c3ccc(OC)c(OC)c3)c3c(c4ccccc4oc3=O)O2)cc1OC (stereo not drawn)
  aSyn tox rescue: 5.4%
#57 O=C(Nc1nccs1)C(Cl)(Cl)Cl
  aSyn tox rescue: -8.6%
#58 CCOC(=O)c1c(-n2c(C)cc(C=C3C(=O)NC(=S)NC3=O)c2C)sc2c1CCCC2
  aSyn tox rescue: 2.0%
#59 Cc1cc(NC(=O)c2cccn(Cc3cccc(Cl)c3)c2=O)no1
  aSyn tox rescue: 0.6%
#60 Cc1cc(C)[n+](C2C3CC4CC(C3)CC2C4)o1 (stereo not drawn)
  aSyn tox rescue: -6.6%

#61 CCOc1ccc(NC(=O)c2cccn(Cc3cccc(Cl)c3)c2=O)cc1
  aSyn tox rescue: -5.9%
#62 Cc1nc(Cl)sc1C(=O)Nc1ccc2ccccc2c1
  aSyn tox rescue: -11.9%
#63 Cc1ccc(-n2c(O)c(/C=N/c3ncc(Br)cc3Br)c(=O)[nH]c2=O)cc1
  aSyn tox rescue: -2.9%
#64 COC(=O)c1cccc(N=Cc2c(O)n(Cc3ccc(F)cc3)c(=O)[nH]c2=O)c1
  aSyn tox rescue: -10.6%
#65 Cc1nnc(NC(=O)c2cccn(Cc3ccc(Cl)cc3)c2=O)s1
  aSyn tox rescue: 0.1%
#66 CCOC(=O)C1(CCCc2ccccc2)CCN(C2CCC2)CC1
  aSyn tox rescue: -1.2%
#67 COc1ccc(O)c2c(=O)c3c(OC)cc4c(c3oc12)C1C=COC1O4 (stereo not drawn)
  aSyn tox rescue: 9.2%
#68 CCCC12CN3CC(C)(CN(C1)C3c1c(C)[nH]c(=O)[nH]c1=O)C2=O (stereo not drawn)
  aSyn tox rescue: -4.4%
#69 CCCCCCn1c(=O)c(C(=O)Nc2c(C)n(C)n(-c3ccccc3)c2=O)c(O)c2ccccc21
  aSyn tox rescue: 3.8%
#70 COc1ccccc1-n1c(O)c(/C=C2\C=Nc3ccccc32)c(=O)[nH]c1=O
  aSyn tox rescue: 6.8%

#71 CCc1ccccc1NC(=O)c1cccn(Cc2ccccc2F)c1=O
  aSyn tox rescue: 9.7%
#72 COc1cc(C(=O)NC(=S)N2C[C@H]3C[C@H](C2)c2cccc(=O)n2C3)cc(OC)c1OC
  aSyn tox rescue: -3.5%
#73 COc1cccc(-n2c(/C=C/c3ccccc3O)nc3ccccc3c2=O)c1
  aSyn tox rescue: 7.6%
#74 O=C1CC(c2ccccc2Br)c2c(c3ccccc3oc2=O)O1 (stereo not drawn)
  aSyn tox rescue: 9.7%
#75 COc1cc2nc(CN3CC=C(c4ccccc4)CC3)[nH]c(=O)c2cc1OC
  aSyn tox rescue: 7.2%
#76 Nc1c(C(=O)Nc2ccc(OC(F)(F)F)cc2)sc2nc3c(cc12)N1CCC3CC1
  aSyn tox rescue: -6.8%
#77 Cc1ccc(NC(=O)Cn2cc(C(=O)c3ccccc3)c3ccccc32)cc1
  aSyn tox rescue: -10.7%
#78 COc1cccc(NP(=O)(Oc2ccccc2Cl)Oc2ccccc2Cl)c1
  aSyn tox rescue: ?
#79 COc1ccc(C)cc1NC(=O)N(Cc1ccc2c(c1)OCO2)C1CCN(Cc2ccccc2)CC1
  aSyn tox rescue: 1.2%

Laid out differently: 5 of the compounds above
| entry | molecule | aSyn tox rescue |
| --- | --- | --- |
| 79 | COc1ccc(C)cc1NC(=O)N(Cc1ccc2c(c1)OCO2)C1CCN(Cc2ccccc2)CC1 | 1.2% |
| 76 | Nc1c(C(=O)Nc2ccc(OC(F)(F)F)cc2)sc2nc3c(cc12)N1CCC3CC1 | -6.8% |
| 71 | CCc1ccccc1NC(=O)c1cccn(Cc2ccccc2F)c1=O | 9.7% |
| 72 | COc1cc(C(=O)NC(=S)N2C[C@H]3C[C@H](C2)c2cccc(=O)n2C3)cc(OC)c1OC | -3.5% |
| 74 | O=C1CC(c2ccccc2Br)c2c(c3ccccc3oc2=O)O1 (stereo not drawn) | 9.7% |

Screening data from PubChem BioAssay.
